CHO-K1 Ca antag: counter-screen for M1 antagonists: effect in parental CHO-K1 cells. ATP-induced calcium, Fluo-8 fluorescence. AID 602250. hit rate 0.6% among 360,000. inhibition, % at 3 µM;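 active means inhibition above a per-plate cutoff, the plate's mean sample inhibition plus 3 SD, cut at about 24% in these data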;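 further: 0% = DMSO plus EC80 ATP and 100% = DMSO alone without ATP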
TAAR1 antagonist: human TAAR1 antagonists, primary screen, Fluo-8 calcium fluorescence, CHO RD-HGA16 cells; AID 624466, 2012; antagonist; hit rate 1.5% among 360,000; inhibition, % at 3 µM;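 active means inhibition above a per-plate cutoff, the mean inhibition of test compounds on that plate plus 3 SD, cut at about 49% in these data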;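 further: 0% = DMSO plus EC80 beta-PEA response and 100% = DMSO alone without agonist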
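Assay system: CHO-derived RD-HGA16 cells stably expressing human TAAR1 plus Gα16. Timing: 140 s kinetic read after compound, 140 s after agonist. Technique: kinetic Fluo-8 calcium fluorescence measurement. Measure: % inhibition of agonist calcium response.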
CHO parental Ca: ATP-evoked calcium signal inhibitors, parental CHO, primary screen, counter-screen for OX1R antagonist project, cell-based, fluorescence, Fluo-8 calcium dye; parental CHO-K1, ATP-induced calcium, Fluo-8 fluorescence; inhibition, % at 5.6 µM; hit rate 0.63% among 330,000; AID 463079, 2010;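 active means inhibition above that plate's mean sample inhibition plus 3 SD, cut at about 26% in these data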;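 further: 0% = ATP-challenged DMSO wells and 100% = DMSO wells without ATP; some compounds past the cut are filed as inactive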
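Assay system: parental CHO cells; Read-out basis: percent inhibition of ATP-evoked calcium rise, normalized to controls; Benchmarks: ATP and no-ATP DMSO wells; Compound dosing: single nominal dose of 5.6 µM per compound; Signal: Fluo-8 calcium dye fluorescence; Also added: ATP as calcium-mobilizing challenge; Repeats: singlicate.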
CHO-K1 Ca ag: counter-screen for M1 agonists: effect in parental CHO-K1 cells; activation, % at 3 µM; Fluo-8 calcium fluorescence; scaled to maximal ATP response, vehicle zero; hit rate 0.48% among 360,000; in the data active means activation above about 15%;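 further: untransfected CHO-K1 host cells lacking M1 receptor as counterscreen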
OXTR potentiator: human OXTR potentiators, primary screen, fluorescence, CHO-OTR cells, Fluo-8 calcium | Fluo-8 calcium fluorescence, potentiator mode; 0% = oxytocin EC15, 100% = EC100 | activation, % at 3 µM | hit rate 0.061% among 320,000;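 active means activation above that plate's cutoff, the mean activation of tested compounds plus 3 SD, cut at about 6.6% in these data, passing the limit was not always enough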;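 further: 100% uses oxytocin at 75 nM as the full agonist control; some results filed as inactive read as strong as hits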
Target sequence (P30559 whole entry, looked up): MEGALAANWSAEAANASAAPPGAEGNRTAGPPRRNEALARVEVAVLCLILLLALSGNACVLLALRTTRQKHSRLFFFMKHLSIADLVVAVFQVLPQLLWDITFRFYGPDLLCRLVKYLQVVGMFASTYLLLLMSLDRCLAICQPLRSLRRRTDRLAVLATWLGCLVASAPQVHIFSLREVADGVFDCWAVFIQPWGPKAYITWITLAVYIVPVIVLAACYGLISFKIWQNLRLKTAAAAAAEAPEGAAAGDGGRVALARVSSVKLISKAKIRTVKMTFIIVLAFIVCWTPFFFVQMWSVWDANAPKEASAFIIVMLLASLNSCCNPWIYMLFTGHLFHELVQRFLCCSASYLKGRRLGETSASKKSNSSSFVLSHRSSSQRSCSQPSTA
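Material: human OTR in CHO cells. Compound: 3.0 µM, one dose. Timing: compound 6 min at room temperature before oxytocin, 100 s read. Evaluation: % activation of max/min ratio relative to oxytocin controls. Replication: single well per compound, singlicate. Signal: Fluo-8 calcium dye fluorescence.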
TAAR1 agonist: human TAAR1 agonists, primary screen, Fluo-8 calcium fluorescence, CHO RD-HGA16 cells. hit rate 0.99% among 360,000. vehicle wells 0%, saturating PEA agonist 100%. activation, % at 3 µM;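 active means activation above the mean activation of all test compounds in the run plus 3 SD, cut at about 38% in these data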
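System: CHO RD-HGA16 cells carrying human TAAR1 plus Gα16; Incubation: 17-24 h seeding, 75 min 37 °C dye, 30 min RT; Measured by: Fluo-8 fluorescence, 5 s baseline then 140 s kinetic read; Control set: DMSO and PEA EC100; Replication: single well for each compound.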
CHO-K1 Ca PAM: nonselective calcium activators in parental CHO-K1 cells, primary screen, counter-screen for M1 PAM project, cell-based, Fluo-8 calcium fluorescence, full deck, 1536-well. ATP EC20; 0% at ATP EC20, 100% at ATP max. activation, % at 3 µM. hit rate 0.02% among 360,000. AID 602247, 2012;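 active means activation above the run cutoff, the mean activation of all test compounds plus 3 SD, cut at about 40% in these data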;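 further: peak over basal fluorescence ratio in a 140 s read after ATP addition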
M1 antag: human M1 muscarinic receptor antagonists, primary screen, CHO-K1 cells, Fluo-8 calcium fluorescence, 1536-well | AID 588852, 2011 | hit rate 1.3% among 360,000 | Muscarinic acetylcholine receptor M1 (Homo sapiens), P11229 | CHO-K1 hM1, ACh EC80 antagonist | inhibition, % at 3 µM;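 active means percent inhibition above its own plate's cutoff, namely the mean of that plate's compound wells plus 3 SD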;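 further: peak over basal fluorescence ratio during 140 s after agonist addition; 0% = ACh EC80 plus DMSO and 100% = DMSO alone without agonist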
Target sequence (P11229 whole entry, looked up): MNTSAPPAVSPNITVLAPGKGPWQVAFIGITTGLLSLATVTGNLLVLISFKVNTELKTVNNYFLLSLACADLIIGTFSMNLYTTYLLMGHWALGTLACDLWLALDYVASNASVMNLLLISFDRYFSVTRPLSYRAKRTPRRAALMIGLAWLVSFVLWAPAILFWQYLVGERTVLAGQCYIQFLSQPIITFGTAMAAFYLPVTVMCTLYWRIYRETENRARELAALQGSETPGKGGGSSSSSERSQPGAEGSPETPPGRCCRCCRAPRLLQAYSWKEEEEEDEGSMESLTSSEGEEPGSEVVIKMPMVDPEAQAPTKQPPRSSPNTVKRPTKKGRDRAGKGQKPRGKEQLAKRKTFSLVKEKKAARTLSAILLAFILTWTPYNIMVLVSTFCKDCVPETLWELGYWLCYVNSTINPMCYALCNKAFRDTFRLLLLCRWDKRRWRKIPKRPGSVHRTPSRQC
CHRM1 agonist: human M1 muscarinic receptor agonists, primary screen, Fluo-8 calcium fluorescence, CHO-K1 cells, HTS; Muscarinic acetylcholine receptor M1 (Homo sapiens), P11229; CHO-K1 hM1, agonist mode; 0% DMSO, 100% acetylcholine EC100; activation, % at 3 µM; hit rate 0.33% among 360,000;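 active means activation above the run's mean compound activation plus 3 SD, cut at about 16% in these data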;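 further: peak over basal fluorescence ratio within a 140 s kinetic read after compound addition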
Active calls of the source: *; x = not tested or not shown.

SMILES	CHO-K1 Ca antag	TAAR1 antagonist	CHO parental Ca	CHO-K1 Ca ag	OXTR potentiator	TAAR1 agonist	CHO-K1 Ca PAM	M1 antag	CHRM1 agonist
COc1ccccc1N1CCN(C(=O)c2cccc(S(=O)(=O)N3CCCCCC3)c2)CC1	-1	32	-28	9.2	-8	18	7	-3	0
CCC(C)(C)NC(=O)C(c1cccc(OC)c1OC)N(Cc1ccc(OC)cc1)C(=O)CCC(=O)Nc1cc(C)on1 (stereo not given)	-13	-22	-29	-0.7	-13	-1	6	-12	-3
COC(=O)c1ccc(NC(=O)CN2CCN(c3ccccc3C)CC2)cc1	-7	11	-4	0.4	-6	15	4	-25	-1
COc1ccc(C2/C(=C(/O)c3ccc(F)cc3)C(=O)C(=O)N2CCCN2CCOCC2)cc1OC (stereo not given)	11	x	-14	2.5	-16	x	-8	7	-6
CCOC(=O)C1Cc2ccccc2CN1 (stereo not given)	-7	-7	-6	4.0	-1	9	27	3	-4
COc1ccc(C(=O)Oc2ccc(N(C)S(=O)(=O)c3ccccc3)cc2)cc1[N+](=O)[O-]	0	7	-11	4.1	-2	3	-1	8	-6
COc1cc(OC)cc(C(=O)NCc2ccc3[nH]c(C)cc3c2)c1	-17	6	-18	0.5	-7	0	22	-7	-4
O=C(N/C(C(=O)N1CCOCC1)=C(\Sc1ncccn1)c1ccccc1)c1ccccc1	-5	46	-18	6.0	-10	10	10	8	2
COc1ccc2oc(-c3ccccc3)c(C(N)=O)c2c1	0	10	-10	0.2	-2	8	21	14	-4
Cc1cccc(CC(=O)N2CCC(N3CCC(C(=O)N4CCOCC4)CC3)CC2)c1	-12	-26	-4	0.5	-9	1	-2	-10	-7
COc1cc(OC)cc(C(=O)N2CCN(S(=O)(=O)c3ccc4c(c3)OCCO4)CC2)c1	-13	-30	x	1.8	x	2	18	-22	-6
CC(OC(=O)CCCC(=O)Nc1ccccc1)C(=O)c1ccccc1 (stereo not given)	10	6	-19	0.7	-1	0	-8	2	-3
COCCn1c(=NC(=O)CCS(=O)(=O)c2ccccc2)sc2cc(C(=O)OC)ccc21	-7	0	-10	1.6	-1	-1	15	-7	-2
Cc1cc(NC(=O)CCC(=O)N(C2CC2)C(C(=O)NC(C)(C)C)c2ccccc2Cl)no1 (stereo not given)	-13	-10	-7	0.5	-5	-1	16	-2	-6
O=C1/C(=C/c2cccnc2)SC(=S)N1CC1CCCO1 (stereo not given)	-3	1	-13	2.0	-3	13	-12	-12	-2
CCn1c(O)c(C=NCc2cccs2)c(=O)n(CC)c1=S	0	-15	-13	-0.6	-7	12	7	-2	-3
COc1cccc(OCc2cc(C(=O)N(C)Cc3nc4ccccc4[nH]3)no2)c1	3	8	-17	7.9	-15	3	-12	20	1
CSCCC(c1nnnn1Cc1ccccc1)N1CCN(C/C=C/c2ccccc2)CC1 (stereo not given)	-9	-6	x	0.4	x	2	0	-5	-7
O=C(NCCC1=CCCCC1)C(=O)NCC(c1ccco1)N1CCN(c2ccccc2F)CC1 (stereo not given)	-2	-3	-26	0.5	1	-1	9	5	-4
CCCc1[nH]nc2c1C(c1ccoc1)C(C#N)=C(N)O2 (stereo not given)	-5	-6	-6	-0.2	4	9	7	-2	-4
Cc1[nH]c(C)c(S(=O)(=O)NCc2ccc(F)cc2)c1C(=O)N1CCCC1	-11	-4	-2	0.3	-4	1	-15	4	-3
CSc1cccc(NC(=O)Nc2ccccc2C(N)=O)c1	9	7	-12	-0.1	-8	2	-7	-12	-1
COc1ccc(NC(=O)CCNC(=O)Cn2ccc3ccccc3c2=O)c(OC)c1	-9	10	-6	0.0	5	7	5	9	-3
C=CCOC(=O)c1c(C)nc2cc3c(cc2c1C)OCO3	-8	-14	-9	-0.2	-7	0	3	-6	-4
CCCCCCOc1ccc(C(=O)NCCCn2ccnc2)cc1	-20	-10	-1	3.0	-16	7	24	4	-5
CCOC(=O)N1CCN(CC(=O)Nc2nccs2)CC1	8	4	x	-0.3	x	1	-1	-3	-3
CC1CCN(C(=O)Cn2ncc3c4ccccc4n(C)c3c2=O)CC1	-15	-10	-17	1.4	-1	2	11	-15	-4
O=c1[nH]cnc2nc3n(c12)CCCCC3	-9	3	-1	0.5	0	1	18	-2	-4
CCOc1ccc(CC(C(N)=O)C(N)=O)cc1	-17	-15	-18	4.2	-1	0	19	-14	-4
COc1ccc(C(c2nnnn2Cc2ccccc2)N2CCN(c3nc4ccccc4s3)CC2)cc1OC (stereo not given)	-8	25	-11	1.5	-5	11	12	7	-2

Another view of 3 compounds above:
CSCCC(c1nnnn1Cc1ccccc1)N1CCN(C/C=C/c2ccccc2)CC1 (stereo not given)
  CHO-K1 Ca antag: -9 | TAAR1 antagonist: -6 | CHO parental Ca: x | CHO-K1 Ca ag: 0.4 | OXTR potentiator: x | TAAR1 agonist: 2 | CHO-K1 Ca PAM: 0 | M1 antag: -5 | CHRM1 agonist: -7

CCCc1[nH]nc2c1C(c1ccoc1)C(C#N)=C(N)O2 (stereo not given)
  CHO-K1 Ca antag: -5 | TAAR1 antagonist: -6 | CHO parental Ca: -6 | CHO-K1 Ca ag: -0.2 | OXTR potentiator: 4 | TAAR1 agonist: 9 | CHO-K1 Ca PAM: 7 | M1 antag: -2 | CHRM1 agonist: -4

CCOc1ccc(CC(C(N)=O)C(N)=O)cc1
  CHO-K1 Ca antag: -17 | TAAR1 antagonist: -15 | CHO parental Ca: -18 | CHO-K1 Ca ag: 4.2 | OXTR potentiator: -1 | TAAR1 agonist: 0 | CHO-K1 Ca PAM: 19 | M1 antag: -14 | CHRM1 agonist: -4

Continuation.
SMILES	CHO-K1 Ca antag	TAAR1 antagonist	CHO parental Ca	CHO-K1 Ca ag	OXTR potentiator	TAAR1 agonist	CHO-K1 Ca PAM	M1 antag	CHRM1 agonist
C#CCOCCOCCOCCNc1nc(N2CCN(C(=O)[C@H]([C@@H](C)CC)n3cc(CCC(=O)O)nn3)CC2)nc(N2CCN(C(=O)[C@H](CCCCN)n3cc(CCC(=O)O)nn3)CC2)n1	-7	8	x	0.0	x	1	2	7	-2
COc1cc(F)cc(-c2ccc3c(c2)c(C#Cc2ccsc2)c(-c2cc(OC)cc(OC)c2)n3C)c1	-2	-1	3	-0.6	4	0	5	-1	-3
O=C(Nc1nnc(C2CC2)s1)C1Cc2ccccc2CN1C(=O)c1ccco1 (stereo not given)	5	11	-8	-0.8	-7	2	0	15	-12
CCn1cc(C(=O)NCc2ccccc2Cl)cn1	17	-4	-15	0.4	2	3	-15	2	0
Cc1oc(=O)c(NC(=O)c2ccc(Cl)cc2)cc1C(=O)c1ccccc1	-7	6	-10	8.2	5	30	14	-5	1
Cn1c(=O)c2[nH]c(COc3ccccc3)nc2n(C)c1=O	3	-26	x	-0.2	x	2	-5	-14	1
Cc1cccc2[nH]c(CN(C)C(=O)C3CCC(=O)N(CCc4ccccc4)C3)nc12 (stereo not given)	-9	-21	-8	0.1	-2	3	6	2	-6
COc1ccc(-c2nnc(SCC(=O)Nc3ccccc3OC)o2)cc1	6	0	-22	1.1	-6	9	-13	12	-4
Cc1cc(Nc2nc(Cl)c(Cl)cc2Cl)n(-c2ccccc2)n1	-12	3	-29	-0.3	3	9	15	-10	-6
CCCNC(=S)NC1CCCC1	5	7	2	-0.1	7	0	-4	38*	-4
O=C(c1ccc(Cl)c([N+](=O)[O-])c1)N1CCN(c2ccccc2)CC1	-12	11	-22	1.9	-5	1	12	10	-7
O=C(O)c1ccccc1-c1ccccc1C(=O)NNc1ccc([N+](=O)[O-])cc1	-10	-5	4	0.5	-3	0	13	-19	-1
COc1ccc(C(=O)N/C(=C\c2cn(S(=O)(=O)N(C)C)c3ccccc23)C(=O)NCCN2CCOCC2)cc1	-15	-17	-19	0.6	-3	0	16	-11	-4
O=C(Cc1ccccc1F)Nc1nc(-c2cccs2)cs1	-17	35	-4	1.6	-14	10	21	-27	-5
COc1ccc(-c2cnc(SCC(=O)Nc3nc(C(C)(C)C)cs3)n2Cc2ccco2)cc1	-7	10	-10	0.2	-9	1	12	10	-3
COC(=O)c1ccccc1OCCOCCOc1cccc2ccc(C)nc12	-6	0	-21	2.9	-2	6	-11	20	-6
CCOc1c(Br)cc(C(=O)OCC(=O)N2CCc3ccccc3C2)cc1OC	-8	11	-24	0.2	-8	14	15	4	-6
CC(=O)C1=C(c2ccccc2)NC(=O)NC1c1ccccc1OCC#N (stereo not given)	23	-15	0	0.2	1	5	-11	-14	2
COCCCC1CCN(C(=O)C2CCC(=O)N(CCc3cccc(F)c3)C2)CC1 (stereo not given)	-10	-12	-17	0.9	-3	0	8	-3	-1
CCOc1cc(C(=O)NC2=NCCS2)cc(OCC)c1OCC	-12	2	6	0.7	-2	4	-15	-3	-3
CCCC/C(=N\NC(=O)c1ccc(Br)o1)c1ccccc1	-2	-7	-8	-0.7	-2	5	7	-10	-8
C=CCN(C(=O)c1csnn1)C(C(=O)NC1CCCCC1)c1ccc(C)cc1 (stereo not given)	-18	-8	-16	0.9	-5	0	8	-11	-5
O=C(CCC(=O)Nc1ccc(F)cc1)N/N=C/c1ccccc1O	6	-8	-7	10	-3	54*	19	-13	-7
CCOc1ccccc1C=NNc1ccc([N+](=O)[O-])cn1	-9	0	x	0.7	x	0	0	-20	-2
COc1ccc(OCC(=O)NCc2cccnc2)cc1	-4	-16	-11	0.0	-15	10	8	-8	-1
O=C(C1COc2ccccc2O1)N1CCN(Cc2ccc3c(c2)OCO3)CC1 (stereo not given)	-4	11	7	1.3	-6	7	19	0	-4
Clc1ccc2[nH]c3c(c2c1)CCc1cn[nH]c1-3	6	19	-6	1.3	-9	1	9	0	-2
CC1CCN(CCCNC(=O)c2ccc(N3CCCC3=O)cc2)CC1	-9	-6	0	0.3	-11	-1	9	-5	-4
COc1cc(/C=C/[N+](=O)[O-])ccc1OC(=O)c1cc2ccccc2oc1=O	6	18	-18	2.1	-11	27	9	-18	-1
CC(C(=O)NC1CCCc2ccccc21)N1CCN(c2ccc(F)cc2)CC1 (stereo not given)	2	-18	-7	4.0	-4	1	14	-11	-6
CCCCN(CC)C(=O)c1oc2ccc(S(=O)(=O)N3CCCC3)cc2c1C	0	-2	-17	2.8	4	7	-14	12	-5

High-throughput results (PubChem)
